Compound activity as filed in PubChem.
Menin-MLL TR inh: inhibitors of human menin-MLL interaction, mutant MLL peptide | Menin + Texas Red MLL mutant peptide, fluorescence polarization | AID 1768 | Potency, µM (top dose mostly 61.6 µM), for the others: at the highest dose FP activity change, negative = inhibition, hits mostly inhibitors | O00255 | hit rate 0.23% among 270,000; active = well fitted inhibition curve with a large enough effect in the polarisation, with a control signal flat, not every such curve was filed as active; inconclusive = small, poorly fitted or top-dose-only effect, or effect the other way, or a change in a side signal; inactive = no such curve, though single readings can be large or run the other way; the % refers to the polarisation; also: % of control where 0% means no effect; many of its hits are not listed in these tables
Target sequence (O00255 whole entry, looked up): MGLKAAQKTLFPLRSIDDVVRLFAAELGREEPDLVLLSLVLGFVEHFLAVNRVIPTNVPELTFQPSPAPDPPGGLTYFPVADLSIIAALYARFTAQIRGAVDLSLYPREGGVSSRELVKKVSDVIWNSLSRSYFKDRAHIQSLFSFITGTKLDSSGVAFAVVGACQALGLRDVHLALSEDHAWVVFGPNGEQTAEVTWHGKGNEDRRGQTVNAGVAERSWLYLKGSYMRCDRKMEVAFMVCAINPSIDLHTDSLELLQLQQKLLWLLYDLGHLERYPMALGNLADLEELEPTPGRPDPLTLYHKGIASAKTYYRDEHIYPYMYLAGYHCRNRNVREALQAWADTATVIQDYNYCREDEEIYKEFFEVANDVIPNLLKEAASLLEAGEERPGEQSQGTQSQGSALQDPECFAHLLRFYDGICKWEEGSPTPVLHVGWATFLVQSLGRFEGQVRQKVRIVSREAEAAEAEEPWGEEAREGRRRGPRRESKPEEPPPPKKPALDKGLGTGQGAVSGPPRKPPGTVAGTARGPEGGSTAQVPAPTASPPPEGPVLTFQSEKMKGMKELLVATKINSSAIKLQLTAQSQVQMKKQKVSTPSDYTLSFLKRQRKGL
The depositor's hits bear a star; u = inconclusive; & = joins results of further samples; [ ] = dose if it differs, or a comment. Potency is read from the fitted curve at half-maximal effect.

SMILES	Menin-MLL TR inh
COc1ccc(C(=O)N2CCC3(CC2)CCN(c2ncccn2)CC3)cc1	-1%
Clc1ccccc1-c1nc(N2CCNCC2)c2ccccc2n1	u
O=c1cnc2cnc(Nc3ccccc3)nc2n1Cc1ccc(F)cc1	-28%
C[C@H](O/N=C1/[C@H]2O[C@@H]2[C@@H](O)[C@H]2[C@H]1CCn1c(=O)n(-c3ccccc3)c(=O)n12)c1cn([C@H](CO)Cc2ccccc2)nn1	-1%&0%[11.7 µM]
CCCCC(C)(O)C/C=C/[C@H]1[C@H](O)CC(=O)[C@@H]1CCCCCCC(=O)O (stereo partly drawn)	-9%
NCCCNCCCCN(CCCN)/[N+]([O-])=N/O	u
C#CCOC(=O)NC(/C=C/CCCC)c1ccccc1 (stereo not drawn)	-7%
O=C(Oc1ccccc1)N1CCC2(CCCN(c3ccccn3)C2)CC1	1%
NC(N)=NCCC[C@H](N)C(=O)N1CCC[C@H]1C(=O)N1CCC[C@H]1C(=O)NCC(=O)N[C@@H](Cc1ccccc1)C(=O)N[C@@H](CO)C(=O)N1CCC[C@H]1C(=O)N[C@@H](Cc1ccccc1)C(=O)O	13%
COc1cccc([C@@H]2Oc3ccc(Br)cc3C(=O)[C@H]2OC(=O)NCCOc2ccccc2)c1	-21%
CN(C)c1nc(-c2ccoc2)nc2ccccc12	5%
c1cc(-c2cnn3cc(-c4ccc(OCCN5CCCCC5)cc4)cnc23)ccn1	-3%
CCCC/C=C/C(NC(=O)C(C)(C)C)c1ccccc1 (stereo not drawn)	0%
CCCn1c(C)nc2c(N(CCOC)CCOC)nc(C)nc21	8%
COc1ccccc1CN1CC[C@@]2(CCCN(C(=O)c3cnccn3)C2)C1	-6%
C[C@@H](O)C#C[Si](C)(C)c1ccccc1	5%
CC(=O)OCC(=O)C1CCC2C3CC=C4CC(O)CC[C@@]4(C)C3CC[C@]12C (stereo partly drawn)	10%
COc1ccccc1CNc1nc(-c2cccnc2)nc2ccccc12	46%[activator]
CCCCC1=CC2=C(OC(C)=O)C(=O)C(C)(OC(=O)CC)C(=O)C2=CO1 (stereo not drawn)	2%
COc1cccc(C2=Nn3c(nnc3-c3ccc(OC)c(OC)c3)SC2)c1	u
CC(=O)O[C@@H]1[C@@H](O)CN[C@@H]1Cc1ccccc1	-1%
CC(C)C[C@H](NC(=O)[C@H]1O[C@@H]1C(=O)O)C(=O)NCCCCN=C(N)N	-21%
CC[C@@H]1Cn2c(c3nc(-c4ccccc4)nc-3n(C)c2=O)N1	18%
Clc1ccccc1CNCC1CCC(CNCc2ccccc2Cl)CC1 (stereo not drawn)	u
CC(=O)c1ccc(OC2C=CC(C#Cc3ccc(Br)cc3)OC2CO)cc1 (stereo not drawn)	-1%[11.7 µM]

By substructure, the compounds so far with bromine
SMILES	Menin-MLL TR inh
COc1cccc([C@@H]2Oc3ccc(Br)cc3C(=O)[C@H]2OC(=O)NCCOc2ccccc2)c1	-21%
CC(=O)c1ccc(OC2C=CC(C#Cc3ccc(Br)cc3)OC2CO)cc1 (stereo not drawn)	-1%[11.7 µM]

4 entries from above, reformatted.
COc1cccc(C2=Nn3c(nnc3-c3ccc(OC)c(OC)c3)SC2)c1
  Menin-MLL TR inh: u

O=c1cnc2cnc(Nc3ccccc3)nc2n1Cc1ccc(F)cc1
  Menin-MLL TR inh: -28%

C[C@@H](O)C#C[Si](C)(C)c1ccccc1
  Menin-MLL TR inh: 5%

C[C@H](O/N=C1/[C@H]2O[C@@H]2[C@@H](O)[C@H]2[C@H]1CCn1c(=O)n(-c3ccccc3)c(=O)n12)c1cn([C@H](CO)Cc2ccccc2)nn1
  Menin-MLL TR inh: -1%&0%[11.7 µM]

The listing continues:
SMILES	Menin-MLL TR inh
O=C(O)CN(CC(=O)O)c1ccccc1OCCOc1ccccc1N(CC(=O)O)CC(=O)O	-8%
CCCn1c(-c2ccc(F)cc2)nc2c(NCCN3CCCCC3)nc(C)nc21	-23%
CC1(OC(=O)c2cccs2)C(=O)C=C2C=C(c3ccc(C#N)cc3)OC=C2C1=O (stereo not drawn)	u
COc1ncc2ncc(=O)n(C[C@H]3CCCO3)c2n1	-7%
COc1ccccc1CN1CCCC2(CCN(C(=O)c3ccco3)CC2)C1	-4%
COc1ccc(/C=C2\NC(=O)[C@@H]3Cc4ccccc4CN3C2=O)cc1	-7%
O=C(c1ccncc1)N1CCC[C@@]2(CCN(c3ncccn3)C2)C1	6%
CCN(CC)CCOC(=O)[C@@H](c1ccccc1)C1CCCCC1	-9%[24.8 µM]
C[C@H]1C2=C3C(C[C@H]4C(=O)N(c5ccccc5)C(=O)[C@H]4[C@H]3[C@@]3(Cc4ccccc4)C(=NCCc4c[nH]c5ccccc45)OC(=O)N3C2=O)[C@H]2C(=O)N(c3ccccc3)C(=O)[C@H]21 (stereo partly drawn)	-3%
O=C1NN(C(=O)Nc2ccc(Br)cc2)C(c2ccccc2)C1c1ccccc1 (stereo not drawn)	-6%
c1ccc(C(c2ccccc2)N2CC3(CCNCC3)C2)cc1	-4%
COc1ccccc1-c1ccc2ncnc(N3CCN(C)CC3)c2c1	u
CS(=O)(=O)Nc1cccc(-c2cncnc2NCc2cccs2)c1	-8%
COc1ccc(-n2c(=O)c(-c3ccc(Cl)cc3)nc3cncnc32)cc1	10%
C#CCCCO/N=C1/C[C@@H](O)[C@@H](O)[C@@H]2[C@@H]3C(=O)N(C4CCCCC4)C(=O)[C@H]3CC[C@@H]12	3%[11.7 µM]
CCN(CC)C[C@@H](O)CN1CCCCc2nc(C)c(C)cc21	2%[11.7 µM]
CCNc1ncc2nc(-c3cc(F)cc(F)c3)c(=O)n(C)c2n1	7%
COc1ccccc1CCn1c(=O)c(-c2cccs2)nc2cncnc21	4%
CN[C@@H](CCCN=C(N)N)C(=O)N[C@@H](CCCCN)C(=O)N1CCC[C@H]1C(=O)N[C@@H](Cc1c[nH]c2ccccc12)C(=O)N[C@H](C(=O)N[C@H](CC(C)C)C(=O)O)C(C)(C)C	u
CCOC(=O)CCN1C(=O)[C@H]2[C@H]3[C@H](O)[C@H](O)C/C(=N/NC(=O)OCC)[C@@H]3CC[C@@H]2C1=O	-4%[11.7 µM]
Cc1cnc(CNc2ncnc3ccc(-c4ccccc4C#N)cc23)cn1	-1%
FC(F)(F)c1ccccc1-c1nc(NCc2cccnc2)c2ccccc2n1	20%
Clc1cccc(C=NC=Nc2cccc(Cl)c2)c1	u
CNC(=S)NCCCCc1cnc[nH]1	1%
Cn1c(=O)c(-c2cccs2)nc2cnc(N3CCOCC3)nc21	2%
Continued.
SMILES	Menin-MLL TR inh
Cc1ccc(S(=O)(=O)N[C@H]2COC(=O)[C@H](C)COC(=O)[C@H](C)NC(=O)C/C=C\[C@H]2C)cc1	-3%[11.7 µM]
O=C(Nc1cc(NC(=O)c2ccccc2)c(C(=O)O)cc1C(=O)O)c1ccccc1	u
O=c1c(CCc2ccccc2)nc2cnc(Oc3ccccc3)nc2n1C1CC1	-15%
CC(CC(O)C1OC1(C)C)C1CCC2(C)C3=CCC4C(C)(C)C(=O)CCC4(C)C3CC[C@@]12C (stereo partly drawn)	-10%
Cc1[nH]c(/C=C2\C(=O)Nc3ccc(S(=O)(=O)N(C)c4cccc(Cl)c4)cc32)c(C)c1C(=O)N1CCN(C)CC1	14%
CCN1C(C)=C(C(=O)OC)C(c2ccccc2)N2C(=O)[C@@]3(C(=O)OC)O[C@@]12C1C(=O)N(c2ccccc2)C(=O)C13 (stereo partly drawn)	2%[11.7 µM]
CN(C)C(=O)c1ccc(-c2nccc(NCc3cccs3)n2)cc1	-7%
CO[C@H]1COC(=O)[C@H]2CCCN2C(=O)[C@@H](C)COC(=O)C/C=C\[C@@H]1C	-2%[11.7 µM]
COC(=O)N1CCC2(CCCN(Cc3ccccc3)C2)CC1	-5%
CS(=O)(=O)c1ccc(CNC(=O)[C@@H]2C[C@H]2[C@@H](NP(=O)(c2ccccc2)c2ccccc2)c2ccccc2)cc1	-14%
COc1cccc(Nc2ncc3nc(-c4ccccc4)c(=O)n(Cc4cccs4)c3n2)c1	u
COC1=CC(=O)C(C(=O)c2ccccc2)=CC1=O	u
CCCCCC(=O)/C=C/C=C\CCCCCCCC(=O)O	-3%
COC(=O)Cn1c(C(=O)N(C)C)cc2c1C[C@H]1CN(C(=O)c3ccccc3)[C@@](Cc3ccc(F)cc3)(C(=O)OC)[C@@H]21	-17%
O=C1C=C[C@@H](O)[C@H]2[C@@H]3C(=O)N(Cc4ccccc4)C(=O)[C@@H]3CC[C@H]12	-2%[11.7 µM]
O=C(N/N=C\c1ccccc1O)c1ccccc1O	u
COc1cccc([C@@H]2Oc3ccc(OC)cc3C[C@H]2OC(=O)Nc2ccc(OC(F)F)cc2)c1	48%[activator]
CC(C)C[C@H](NC(=O)[C@H](Cc1ccccc1)NC(=O)CNC(=O)[C@H](CCC(=O)O)NC(=O)[C@H](CCCNC(=N)N)NC(=O)[C@H](C)NC(=O)[C@H](C)NC(=O)[C@@H](N)CC(=O)O)C(=O)N[C@@H](CC(=O)O)C(=O)N[C@H](C(=O)N[C@@H](CC(C)C)C(=O)N[C@H](C(=O)N[C@H](C(=O)N[C@@H](CC(C)C)C(=O)N[C@@H](Cc1cnc[nH]1)C(=O)N[C@@H](CCCNC(=N)N)C(=O)N[C@@H](C)C(=O)NCC(=O)N[C@@H](C)C(=O)N[C@@H](CCCNC(=N)N)C(=O)O)C(C)C)C(C)C)[C@@H](C)O	7%
CCOC(=O)CNC(=O)O[C@@H]1C(=O)c2cc(Br)ccc2O[C@H]1c1ccc2c(c1)OCO2	-6%
C[C@@H](c1ccccc1)N1C(=O)[C@H]2[C@@H]3[C@H](O)C=CC(=O)[C@H]3CC[C@H]2C1=O	6%[11.7 µM]
Cn1c(=O)n2n(c1=O)[C@H]1[C@H](O)[C@H]3O[C@@H]3/C(=N/OC[C@@H](O)COCc3ccco3)[C@@H]1CC2	16%[11.7 µM]
CCCC[C@@H]1C[C@H]1C(NC(=O)c1ccccc1)c1ccc(C(F)(F)F)cc1 (stereo partly drawn)	2%
O=C(c1ccncc1)N1CCC2(CC1)CCN(c1ccncc1)CC2	4%
CC(=O)Nc1ccn(C2OC(C(COC(C)=O)NC(=O)C3CCCN3C(=O)OC(C)(C)C)C(OC(C)=O)C2OC(C)=O)c(=O)n1 (stereo not drawn)	13%
O=c1cnc2cnc(Nc3ccccc3)nc2n1C1CC1	0%

The last 6 entries of the part before open the next one.
SMILES	Menin-MLL TR inh
C[C@@H](c1ccccc1)N1C(=O)[C@H]2[C@@H]3[C@H](O)C=CC(=O)[C@H]3CC[C@H]2C1=O	6%[11.7 µM]
Cn1c(=O)n2n(c1=O)[C@H]1[C@H](O)[C@H]3O[C@@H]3/C(=N/OC[C@@H](O)COCc3ccco3)[C@@H]1CC2	16%[11.7 µM]
CCCC[C@@H]1C[C@H]1C(NC(=O)c1ccccc1)c1ccc(C(F)(F)F)cc1 (stereo partly drawn)	2%
O=C(c1ccncc1)N1CCC2(CC1)CCN(c1ccncc1)CC2	4%
CC(=O)Nc1ccn(C2OC(C(COC(C)=O)NC(=O)C3CCCN3C(=O)OC(C)(C)C)C(OC(C)=O)C2OC(C)=O)c(=O)n1 (stereo not drawn)	13%
O=c1cnc2cnc(Nc3ccccc3)nc2n1C1CC1	0%
COC(=O)NC(c1cccc(C)c1)[C@]1(C(C)=O)CCOC1=O (stereo partly drawn)	1%[11.7 µM]
Cc1noc(C)c1-c1ccc2ncnc(NCc3ccc(C(F)(F)F)cc3)c2c1	16%
Cc1nc(NCc2ccccc2)c2nc(-c3ccccc3)n(CCN3CCOCC3)c2n1	-1%
O=C(c1ccc(C(F)(F)F)cc1)N1CCC(=O)N([C@H](COCc2ccc(Cl)cc2)Cc2ccccc2)CC1	u
O=c1cc(-c2ccccc2Cl)oc2c([N+](=O)[O-])ccc(O)c12	22%[94.6 µM]
COC(=O)C1=C(C(=O)OC)[C@@H]2N(Cc3ccccc3)c3ccccc3[C@@]23C[C@@H](C(=O)OC)N(S(=O)(=O)c2ccc4c(c2)OCCN4C)C3=N1	-8%[11.7 µM]
CCCC[C@H](NC(=O)[C@H](CC(C)C)NC(=O)CNC(=O)[C@@H](NC(=O)[C@H](Cc1ccccc1)NC(=O)[C@H](CO)NC(=O)[C@@H](N)CC(=O)O)C(C)C)C(N)=O	4%
CC1=C2C(=CO[C@H](C)[C@H]2C)C(=O)C(C(=O)O)=C1O	-14%
C[C@]1(OC(=O)/C=C\c2ccccc2)C[C@@H](O)[C@@]2(O)C=CO[C@@H](O[C@H]3O[C@@H](CO)[C@@H](O)[C@@H](O)[C@@H]3O)[C@H]21	-22%[24.8 µM]

An excerpt of these results, with bars between the fields.
Molecule | Menin-MLL TR inh
c1ccc(C(c2ccccc2)N2CC3(CCNCC3)C2)cc1 | -4%
COc1ccccc1-c1ccc2ncnc(N3CCN(C)CC3)c2c1 | u

An excerpt, so the mix of outcomes need not match the whole.
